KCNQ2 inh: KCNQ2 potassium channel inhibitors, primary screen, cell-based, CHO-K1, FluxOR thallium flux, B-score (AID 2156) | O88943 | 20 min; hits give low values | B-score at 10 µM | actives 1.1% (n = 310,000);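 active = fluorescence ratio B-score at most minus 3 library SDs, with starting brightness B-score within 2 library SDs, cut at about -5.5 in these data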
Target sequence (O88943 whole entry, looked up): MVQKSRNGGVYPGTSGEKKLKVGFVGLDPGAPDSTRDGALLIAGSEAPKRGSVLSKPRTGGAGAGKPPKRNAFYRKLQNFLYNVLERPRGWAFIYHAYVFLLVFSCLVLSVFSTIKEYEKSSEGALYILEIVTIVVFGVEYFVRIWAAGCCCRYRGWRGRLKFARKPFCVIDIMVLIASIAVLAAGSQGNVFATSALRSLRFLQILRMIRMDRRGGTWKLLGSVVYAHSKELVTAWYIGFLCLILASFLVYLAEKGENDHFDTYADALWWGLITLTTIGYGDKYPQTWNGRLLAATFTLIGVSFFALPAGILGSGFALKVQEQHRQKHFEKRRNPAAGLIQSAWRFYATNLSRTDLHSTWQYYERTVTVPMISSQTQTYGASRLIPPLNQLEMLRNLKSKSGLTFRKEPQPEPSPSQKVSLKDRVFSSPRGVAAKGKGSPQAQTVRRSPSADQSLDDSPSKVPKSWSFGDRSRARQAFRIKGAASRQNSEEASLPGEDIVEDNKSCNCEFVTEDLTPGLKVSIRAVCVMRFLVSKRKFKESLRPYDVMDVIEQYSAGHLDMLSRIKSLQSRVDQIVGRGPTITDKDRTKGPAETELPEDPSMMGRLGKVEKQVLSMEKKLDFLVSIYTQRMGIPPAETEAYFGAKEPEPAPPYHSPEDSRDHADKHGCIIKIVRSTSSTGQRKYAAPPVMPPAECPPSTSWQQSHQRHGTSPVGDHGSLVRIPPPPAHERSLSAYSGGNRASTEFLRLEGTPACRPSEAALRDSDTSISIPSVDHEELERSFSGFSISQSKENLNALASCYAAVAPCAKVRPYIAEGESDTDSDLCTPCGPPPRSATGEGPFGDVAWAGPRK
Kir21 inh: inhibitors of mouse Kir2.1 inward-rectifier potassium channel. AID 1672. P35561. HEK293-Kir2.1, FluxOR thallium flux fluorescence; hits give low values. B-score at 10 µM. actives 0.85% (n = 310,000);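 active = fluorescence ratio B-score at or below minus 3 SD of library scores, with starting-brightness B-score within 2 SD, cut at about -4.2 in these data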;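 note: channel flux triggered by added potassium and thallium sulfate stimulus; B-score of peak minus minimum fluorescence over baseline after thallium stimulus; more negative B-score means stronger Kir2.1 block with less thallium influx; some compounds called inactive have numbers as strong as hits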
Starred values were filed as active, the others as inactive; i = inactive.

molecule,KCNQ2 inh,Kir21 inh
COc1ccc(CNc2nc3ccccc3n2C(C)C)c(O)c1,i,-1.5
COc1cccc(C2(c3cccc(OC)c3)CC2C(=O)Nc2ccccc2Cl)c1 (stereo not drawn),i,-0.22
COc1ccc(OC)c(CC(NC(C)=O)C(=O)NC2CCN(C(=O)c3cccc(C)c3)CC2)c1 (stereo not drawn),i,-0.11
O=C(NCCN1CCCCC1)c1ccco1,i,0.02
COc1cccc(CN2CCN(C3CCN(c4cccc(C)c4C)CC3)CC2CCO)c1 (stereo not drawn),i,2.9
CN(C(=O)C1CCCN(S(=O)(=O)c2cccc([N+](=O)[O-])c2)C1)C1CCS(=O)(=O)C1 (stereo not drawn),i,0.81
O=C1c2sc3nc4ccccc4n3c2C(=O)N1c1ccccc1Cl,i,0.04
CC(=O)C1C(c2ccco2)c2c(noc2C)CC1(C)O (stereo not drawn),i,-0.71
O=C(Nc1ccc2c(c1)OCO2)c1noc2c1CCCC2,i,-0.02
CC(=O)[C@H]1CC[C@H]2[C@@H]3CCC4=CC(=O)CC[C@]4(C)[C@H]3[C@H](O)C[C@]12C,i,0.04
CCn1c(CC(=O)Nc2ccc(Cl)c(Cl)c2)nnc1SCc1ccc(C)cc1,i,-0.12
O=C(NCCC1CCCCN1S(=O)(=O)c1ccc(F)cc1)C(=O)NCc1ccccn1 (stereo not drawn),i,0.06
CCCCCN(C(=O)CSc1n[nH]c(-c2ccc(C)cc2)n1)c1c(N)n(CCCC)c(=O)[nH]c1=O,i,-0.86
COc1ccc(CN(C)C(=O)c2ccc(NS(=O)(=O)c3ccc(F)cc3)cc2)c(OC)c1,i,-0.83
NC(=O)c1cc(N=Nc2c(N)[nH]n(-c3c(Cl)cc(Cl)cc3Cl)c2=O)ccc1Cl,i,-2.8
Cc1ccccc1NC(=O)Nc1ccccc1C(N)=O,i,0.21
Fc1ccc(Cn2c(SCc3ccc(F)c(F)c3)nnc2C(F)(F)F)cc1,i,-0.31
CCOC(=O)C[C@H]1c2cc(F)ccc2S(=O)(=O)N1Cc1ccc(OC)cc1,i,-1.3
Cc1nc2ccc(S(=O)(=O)NCC(=O)N3CCC(N4CCCCC4)CC3)cc2s1,i,-0.16
CCCN1Cc2cccc(C(=O)N3CCN(c4cc(Cl)ccc4C)CC3)c2C1=O,i,0.31
c1ccc(CNCc2ccc3c(c2)OCO3)nc1,i,2.3
Cc1ccc(N2CC(C(=O)Nc3nnc(SCCN4CCOCC4)s3)CC2=O)cc1C (stereo not drawn),i,1.2
Cc1ccc(C(NC(=O)N2CCOCC2)C(Cl)Cl)cc1F (stereo not drawn),i,-0.42
C/C(=N\NC(=O)c1c[nH]c2ccccc12)c1ccco1,i,1.9
COc1ccc(NC(=O)C2CCCN(c3nccc(C)n3)C2)cc1 (stereo not drawn),i,0.08
Cc1ccc(C(C)C)c(OCc2ccc(C(=O)N/N=C/c3ccc(O)c(O)c3)cc2)c1,i,0.39
S=c1nc(-c2csc3c2CCCC3)[nH][nH]1,i,1.5
Cc1nc(C(=O)Nc2cc(F)cc(Cl)c2)sc1C1(C)CC(c2ccccc2)=NO1 (stereo not drawn),i,-0.94
Nc1cc(=O)[nH]c(=O)n1Cc1ccccc1,i,-1.5
Cc1ccccc1NC(NC(=O)c1cccnc1)C(Cl)(Cl)Cl (stereo not drawn),i,-2
CNC[C@H](NC[C@@H](NCCCc1ccccc1)c1ccccc1)[C@H](C)O,i,-0.05
O=C(N/N=C/c1ccc([N+](=O)[O-])o1)c1cc(-c2ccc(-c3ccccc3)cc2)nc2ccccc12,i,-0.76
Cc1ccc(/C=N/Nc2nc3ccccc3s2)o1,i,0.98
O=[N+]([O-])c1cccc(/C=N/NC2=NS(=O)(=O)c3ccccc32)c1,i,-0.01
Cn1ccnc1SCC(=O)Nc1cccc(S(=O)(=O)N2CCCCC2)c1,i,0.32
CCN(Cc1ccccc1)C(=O)c1cc(S(=O)(=O)N2CCOCC2)cn1C,i,-0.29
CC(C)N1CCc2c(sc(NC(=O)c3ccc(S(=O)(=O)N4CCCCC4C)cc3)c2C(N)=O)C1 (stereo not drawn),i,-0.02
CCCC(=O)N(Cc1cc(=O)[nH]c2ccccc12)c1ccccc1,i,3.1
COC(=O)c1cnn(-c2ccc(C)c(C)c2)c1-n1cccc1,i,-1.3
CC(=O)N1CCN(C(=O)c2ccc(NS(=O)(=O)c3cc(C)ccc3C)cc2)CC1,i,-0.02

(cont.)
Value order: KCNQ2 inh	Kir21 inh
COc1ccc(NS(=O)(=O)c2ccc(F)cc2F)cn1
 : i	-0.15
N#Cc1ccsc1NC(=O)CN1CCN(Cc2ccccc2)CC1
 : i	-0.32
COc1cc(C2N(c3cccc(Cl)c3)C(=O)C3CCCN32)cc(OC)c1OC (stereo not drawn)
 : i	-0.22
CCCCN(C(=O)CSCc1ccc(C)cc1)c1c(N)n(CCC)c(=O)[nH]c1=O
 : i	-0.44
CCOC(=O)N1CCC(=NNc2ccc(S(N)(=O)=O)cc2[N+](=O)[O-])CC1
 : i	2.6
CCCCCCC(=O)N(O)C1CC(=O)N(c2ccc(Br)cc2)C1=O (stereo not drawn)
 : i	1.8
CCCCNC(=O)CSc1nnc(Cc2ccc(Cl)c(Cl)c2)c(=O)[nH]1
 : i	-0.88
Cc1ccccc1C(=O)NC1CCN(Cc2ccccc2)CC1
 : i	-0.76
CCCn1c(N)c(C(c2ccc(C(=O)OC)cc2)N2CCN(c3ccccc3)CC2)c(=O)[nH]c1=O (stereo not drawn)
 : i	2
CC(C)CNS(=O)(=O)c1ccc(CCC(=O)NCc2cccnc2)cc1
 : i	0.09
Cc1noc(C)c1C(=O)NC1CCCc2ccccc21 (stereo not drawn)
 : i	-0.16
Cc1ccc(C#CC(C)(O)C(C)(C)C)cn1 (stereo not drawn)
 : i	1.7
Cc1cc(C)c(OCC(=O)Nc2ccc(N3CCOCC3)cc2)c(Br)c1
 : i	-1.3
Cc1ccc(COc2ccsc2C(=O)NN)cc1
 : i	-1.3
CCCc1cc(=O)[nH]c(SCC(=O)N(Cc2ccccc2)C(C)C)n1
 : i	0.41
O=C(NCc1ccccc1)C(=O)Nc1cccc(C(=O)O)c1
 : i	-0.31
O=C(CSC(=S)N1CCCC1)Nc1ncc(Cl)cc1Cl
 : i	0.54
O=C(NCCc1ccc(Cl)cc1)Nc1ccc(F)cc1
 : i	-0.22
COC(=O)c1ccccc1NC(=O)Nc1ccc(C)cn1
 : i	0.64
O=C(NCCCn1ccnc1)c1ccc(Br)s1
 : i	-2.2
O=C(NC1CCCCC1)c1cc(-c2cccs2)on1
 : i	0.01
COc1ccc(/C=N/NC(=O)c2ccccc2O)cc1CN1CCOCC1
 : i	0.01
COc1ccc2[nH]c(CN3CCN(CC(C)C)C(CCO)C3)c(C)c2c1 (stereo not drawn)
 : i	1
O=C(Nc1ccc(S(=O)(=O)Nc2ccccn2)cc1)c1cccc(Br)c1
 : i	1.7
O=C(O)/C=C/c1ccc(-c2cccc(C(F)(F)F)c2)o1
 : i	-0.09
CCCCN(CC)C(=O)Cn1c(=O)sc2ccccc21
 : i	-0.05
O=C(Nc1ccccc1)c1cc([N+](=O)[O-])ccc1NCc1cccnc1
 : i	-0.5
O=Cc1ccc(O)c2ncccc12
 : i	-0.21
C=CCn1c(N)nc2ccccc21
 : i	0.26
COc1ccc(NC(=O)CN(C)C(=O)CC2CCCCC2)cc1
 : i	-0.05
Cc1cccc(C)c1NC(=O)CNC(=O)CCC(=O)c1cccs1
 : i	1.4
CC1CCN(C(=O)CSc2nnc(-c3cc4ccccc4cc3O)n2Cc2ccco2)CC1
 : i	-0.11
CCOC(=O)C1=C(C)N(C)C(=S)NC1c1c(OCC)ccc2ccccc12 (stereo not drawn)
 : i	0.18
CCC1Oc2ccccc2N(CC(=O)NCC2CCCO2)C1=O (stereo not drawn)
 : i	1.3
Cc1ccc(C2CC(=O)NC(SCC(=O)OCc3ccccc3)=C2C#N)o1 (stereo not drawn)
 : i	-1.7
Cc1nnc(NC(=O)c2ccccc2F)s1
 : i	-0.56
O=C(/C=C/c1ccco1)Nc1ccc(CN2CCOCC2)cc1
 : i	-3.4
Cc1ccccc1N1CCN(C2CCCN(C(=O)CCC3(C)CC3)C2)CC1 (stereo not drawn)
 : i	0.41
Cc1noc(NS(=O)(=O)c2ccc(NC(=O)C34CC5CC(C3)CC(n3cnc(Br)n3)(C5)C4)cc2)c1C
 : i	-0.01
CCNC(=S)N1C2CCC1CC(NC(=O)NC1CCCCC1)C2 (stereo not drawn)
 : i	0.32
Cn1c2ccccc2c2cc(C(=O)O)ccc21
 : i	-0.6
Cc1cc(C)n(-c2nnc(C)n2NS(C)(=O)=O)n1
 : i	1.7
Cc1c(NC(=O)C(C)OC(=O)c2c3c(nc4ccccc24)CCC(C)C3)c(=O)n(-c2ccccc2)n1C (stereo not drawn)
 : i	0.01
CCC(O)c1cc2c(cc1NC(=O)c1ccc(C)cc1)OCCO2 (stereo not drawn)
 : i	0.65
CCOc1ncccc1C(=O)NNC(=O)c1csc(N2CCOCC2)n1
 : i	0.01
COc1ccc(C(C(=O)NCC2CCCO2)N(C(=O)c2snc(C(N)=O)c2N)c2ccccc2C)cc1OC (stereo not drawn)
 : i	-1.6
O=C(Nc1ccc2nn(-c3ccccc3)nc2c1)c1ccco1
 : i	-2.1
Cc1ccc(-n2nc(-c3ccco3)cc2C(=O)O)cc1
 : i	2
NC(=O)[C@@H]1CC2(CC(c3cccc(NC(=O)COc4ccc(Cl)cc4)c3)=NO2)CN1C(=O)COc1ccc(Cl)cc1 (stereo partly drawn)
 : i	-0.53
COc1ccc(OC)c(NC(=O)CSc2nc(N3CCOCC3)nc(N3CCOCC3)n2)c1
 : i	0.34

Following part
Value order: KCNQ2 inh	Kir21 inh
COc1ccccc1NC(=O)c1oc2ccc(C)cc2c1C
 : i	0.04
CN1/C(=C/C=C(/C#N)C(N)=O)C(C)(C)c2ccccc21
 : i	-2.5
CCc1cccc(Nc2c([N+](=O)[O-])cc(C(=O)N3CC(=O)Nc4ccccc43)cc2[N+](=O)[O-])c1
 : i	2.1
CCOc1ccccc1NC(=O)c1ccc2c(c1)C(=O)N(CC1CCCO1)C2=O (stereo not drawn)
 : i	-0.87
CCc1cccc(NC(=O)C2CCCN(S(=O)(=O)c3cccs3)C2)c1 (stereo not drawn)
 : i	-0.23
COc1ccc(Cl)cc1C(=O)Nc1ccc(CN2CCCCC2)cc1
 : i	-3.2
Cc1cccc(C)c1NC(=O)CN(C)C(=O)c1cc(S(=O)(=O)N(C)C)ccc1N1CCCC1
 : i	1.1
Cc1ccc(-c2nc3ncccc3o2)cc1NC(=O)c1cc2ccccc2o1
 : i	1.7
Cc1cc(/C=C(\C#N)C(=O)O)c(C)n1CC1CCCO1 (stereo not drawn)
 : i	1.3
CC1(C(=O)N(CC(=O)NC2CCCC2)Cc2ccc(Cl)cc2)CC(=O)N=C2C=CC=CN21 (stereo not drawn)
 : i	0.08
CCn1c(CCNC(=O)c2ccc(Cl)cc2Cl)n[nH]c1=S
 : i	1.7
CC1CC(=O)N(CC(=O)NCc2ccc(F)cc2)c2ccccc2S1(=O)=O (stereo not drawn)
 : i	-0.67
COc1ccc(N2C(=O)c3cccc4c(N(C)CCO)ccc(c34)C2=O)cc1
 : i	0.14
CCOC(=O)c1cc(NC(=O)Nc2cc(C)ccn2)c(C)nc1C
 : i	0.02
COc1ccc(NC(=S)NCc2ccc(F)cc2)cc1
 : i	-0.03
Cc1csc2ncc(C(=O)NCc3ccco3)c(=O)n12
 : i	-0.28
Cc1cc(Br)cnc1NC(=S)Nc1ccc(F)cc1F
 : i	0.91
CC1CCCN(S(=O)(=O)c2ccc(NC(=O)C3CCN(C(=O)c4ccco4)CC3)cc2)C1 (stereo not drawn)
 : i	-0.49
O=C(N/N=C/C=C/c1ccc2c(c1)OCO2)C(O)c1ccccc1 (stereo not drawn)
 : i	-0.47
CSC1=N/C(=C\c2ccccc2Cl)C(=O)N1N(C)C
 : i	-0.54
Cc1ccc(C(=O)N/C(=C\c2ccc(-c3ccc(Cl)cc3)o2)C(=O)NCCCN(C)C)cc1
 : -7.2*	-5.3*
Nc1cccc(C(=O)OCC(=O)NC2CCCc3ccccc32)c1 (stereo not drawn)
 : i	-1.4
O=C(N/C(=C\c1ccc(Br)cc1)C(=O)N1CCCC1)c1ccccc1F
 : i	-2.8
CC(C)(C#N)Nn1cnnc1
 : i	1.1
CCCCc1nnc(NC(=O)CN2C(=O)NC3(CCCCC3)C2=O)s1
 : i	0.11
CCOc1ccc(NC(=O)N2CCC(NC(=O)c3ccco3)CC2)cc1
 : i	0.77

Screening results from PubChem BioAssay.
